# High-throughput results (PubChem BioAssay)
# PvdQ acylase – P. aeruginosa PvdQ acylase inhibition; actives 0.063% (n = 340,000); inhibition, % at 10 µM; AID 488965; purified PvdQ acylase, fluorescence plate reader; in the data active means inhibition above about 30%, passing the limit was not always enough; inconclusive means no clear call, values can overlap the other calls;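 further: 0% = vehicle neutral wells and 100% = reference inhibitor wells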
# Wnt bcat act – activates Wnt/beta-catenin signaling in a reporter cell assay; activation, % at 9.35 µM; actives 1.2% (n = 300,000); activator, plate reader; in the data active means activation above about 30%, passing the limit was not always enough; inconclusive means no clear call, values can overlap the other calls;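 further: 0% = neutral control wells and 100% = positive control wells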
# phage Ecoli inh – E. coli growth loss with phage present. growth absorbance. inhibition, % at 11.9 µM. actives 0.26% (n = 360,000). AID 651602; in the data active means inhibition above about 11%
# PfHsp90 set2 – inhibits growth of yeast expressing Plasmodium falciparum Hsp90. S. cerevisiae expressing PfHsp90, BacTiter-Glo ATP, 48 h; yeast lacking PDR1 and PDR3 efflux regulators. actives 0.32% (n = 310,000). AID 504621. inhibition, % at 9.4 µM;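 active means every replicate shows inhibition above about 80%, whatever the replicate mean, limit read from the data; inconclusive means mean inhibition reaches the set limit but some replicate falls short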;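 further: 0% = DMSO neutral controls and 100% = 20 µM radicicol positive controls; yeast relying on Plasmodium falciparum Hsp90 in place of its own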
# DAGLB inhibitor – blocks human DAGLB lipase activity | actives 0.059% (n = 340,000) | inhibition, % at 5.17 µM | AID 504411 | Q8NCG7 | HEK293T DAGLB membrane lysate, EnzChek fluorogenic substrate; in the data active means inhibition above about 34%;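 further: 0% = enzyme with vehicle and 100% = wells lacking enzyme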
# Target sequence (Q8NCG7 whole entry, looked up): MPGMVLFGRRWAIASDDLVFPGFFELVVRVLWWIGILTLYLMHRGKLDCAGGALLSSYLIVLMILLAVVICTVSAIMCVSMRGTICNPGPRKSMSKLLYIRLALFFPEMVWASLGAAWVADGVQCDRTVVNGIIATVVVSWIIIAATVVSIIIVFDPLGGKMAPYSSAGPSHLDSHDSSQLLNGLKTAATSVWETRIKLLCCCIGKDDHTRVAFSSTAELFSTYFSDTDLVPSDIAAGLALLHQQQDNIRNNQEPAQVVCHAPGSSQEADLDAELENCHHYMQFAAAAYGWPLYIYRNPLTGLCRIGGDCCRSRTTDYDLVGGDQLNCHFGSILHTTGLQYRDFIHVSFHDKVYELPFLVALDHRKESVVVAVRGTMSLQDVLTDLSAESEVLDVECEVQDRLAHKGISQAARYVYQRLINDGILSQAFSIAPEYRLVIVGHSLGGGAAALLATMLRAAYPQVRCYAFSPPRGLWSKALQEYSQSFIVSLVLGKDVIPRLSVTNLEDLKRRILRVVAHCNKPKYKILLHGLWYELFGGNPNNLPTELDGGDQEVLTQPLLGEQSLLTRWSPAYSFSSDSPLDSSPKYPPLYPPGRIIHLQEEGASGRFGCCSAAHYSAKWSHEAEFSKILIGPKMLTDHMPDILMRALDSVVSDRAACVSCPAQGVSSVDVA
# Tat export inh – blocks Tat-dependent protein export in E. coli; E. coli MC4100 TorA-mCherry Tat export, fluorescence; inhibition, % at 10 µM; actives 0.036% (n = 340,000); AID 488895;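 active means mean replicate inhibition at least 50% and at least half of replicates individually reaching 50%; inconclusive means only one of the two criteria met; inactive means neither criterion met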;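 further: exported cargo escapes ClpAP degradation while cytoplasmic cargo is degraded and loses fluorescence; 0% = median of neutral control wells and 100% = median of NaSCN control wells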
# E coli growth – bacterial growth inhibition, counter-screen for AddAB inhibitors | E. coli V3065 growth, OD600 absorbance, 18 h | inhibition, % at 11.9 µM | actives 0.27% (n = 330,000);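 active means inhibition above the campaign's mean inhibition across all tested compounds plus 3 SD, cut at about 9.9% in these data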;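 further: uninfected addAB+ strain grown without phage in ampicillin broth; 0% = DMSO wells and 100% = ciprofloxacin 0.95 µg/ml wells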
# AddAB inh – less growth of phage-infected E. coli with AddAB; E. coli expressing H. pylori AddAB, absorbance growth; inhibition, % at 11.9 µM; AID 435030; actives 0.29% (n = 330,000); in the data active means inhibition above about 12%;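 further: 0% = vehicle wells of infected cells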
# CAL PDZ inh – human CAL PDZ-peptide interaction inhibition | Q9HD26 | purified CAL PDZ, TMR-peptide fluorescence polarization, 1 h | inhibition, % at 20 µM | actives 0.02% (n = 330,000) | AID 504414;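 active means highest replicate inhibition of at least 40%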;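 further: plate controls were DMSO neutral control wells for no effect and unlabeled competitor peptide control wells for full effect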
#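 System: tagged CAL PDZ domain. Schedule: 1 h room-temperature incubation prior to read. Signal: fluorescence polarization (mP). Measure: percent inhibition from loss of millipolarization.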
# Rtt109 HAT inh – inhibitors of Candida albicans Rtt109/Vps75 histone acetyltransferase. Q5AAJ8. purified Rtt109/Vps75, ThioGlo CoA-SH fluorescence, 4 h. inhibition, % at 34.9 µM. actives 0.16% (n = 330,000). AID 540336;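 active means inhibition of at least 50% in every replicate; inconclusive means best replicate reaches 50% inhibition but some replicates fall short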
# Target sequence (Q5AAJ8 whole entry, looked up): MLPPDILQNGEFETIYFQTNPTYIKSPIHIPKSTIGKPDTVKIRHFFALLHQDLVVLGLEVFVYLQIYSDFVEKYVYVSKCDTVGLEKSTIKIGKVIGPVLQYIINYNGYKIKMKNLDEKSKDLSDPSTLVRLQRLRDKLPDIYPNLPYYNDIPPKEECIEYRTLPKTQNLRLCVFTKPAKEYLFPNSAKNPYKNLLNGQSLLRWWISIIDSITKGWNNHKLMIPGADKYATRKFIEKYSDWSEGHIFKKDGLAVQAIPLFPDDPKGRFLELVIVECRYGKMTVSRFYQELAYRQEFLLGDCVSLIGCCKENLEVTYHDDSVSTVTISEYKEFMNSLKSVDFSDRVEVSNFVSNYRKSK
# An asterisk follows results filed as active; ? = inconclusive; / = not tested or not shown. The order is random; about 1.9% have a hit in one of these screens.
canonical_smiles	PvdQ acylase	Wnt bcat act	phage Ecoli inh	PfHsp90 set2	DAGLB inhibitor	Tat export inh	E coli growth	AddAB inh	CAL PDZ inh	Rtt109 HAT inh
COc1ccccc1-n1cc([C@@H]2C[C@H]3CN(c4ccccc4)C(=O)[C@]34CCCN24)cn1	-11	-2	3.6	-13	/	7	-2.4	0.8	-0.1	-6
Cc1cc(C(=O)NNC(=O)c2ccc(C(F)(F)F)cc2)no1	-7	2	1.5	5	-1	-6	-1.4	-0.2	-0.1	-7
COc1ccc(C2CC(c3ccccc3)=NN2c2ccc(C(N)=O)cc2)cc1 (stereo not given)	-51	-1	-0.4	-31	0	-4	-1.8	0.8	-0.7	-23
O=C(CNC(=O)c1ccco1)OCC(=O)c1ccccc1Cl	0	-2	4.8	-17	0	-1	3.0	-1.8	-2.5	-5
Cc1onc(-c2c(F)cccc2Cl)c1C(=O)N1CCSCC1	/	1	0.6	/	/	/	-1.3	3.6	/	/
C=CCC[C@@H](Cc1ccc(F)cc1)C(=O)OC[C@H](Cc1c[nH]c2ccccc12)NC(=O)[C@@H](CC=C)CC(=O)N[C@@H](CO)Cc1ccccc1	-18	-16	2.4	-18	1	-6	-1.5	0.1	-0.2	-8
COc1ccc(NC(=O)COc2cccc(-n3cnnn3)c2)cc1Cl	-13	-2	4.1	/	-4	4	-0.6	1.0	-2.1	-3
COc1ccc(OC(C)C(=O)NCCC2=CCCCC2)cc1 (stereo not given)	-8	-1	2.7	1	-4	5	2.2	1.3	0.1	2
Cc1sc(NC(=O)CSC2=NCCS2)nc1-c1ccccc1	1	/	3.3	-12	-10	4	-1.3	-0.3	-1.9	8
Oc1ccccc1Nc1nc(NCC2CCCO2)c2ccccc2n1 (stereo not given)	-3	-3	5.3	0	4	-5	2.6	0.0	-0.4	25
Cc1ccc(O)c(CNc2ccccn2)c1	-8	/	2.1	-4	-2	-3	0.3	1.8	-0.6	9
Cc1cc([N+](=O)[O-])ccc1NC(=O)CSc1nncn1-c1ccccn1	1	-3	1.0	-6	-1	-18	-0.9	0.7	-0.4	-6
Cc1cccc(NC(=S)NC(=O)/C=C/c2ccccc2)n1	-16	15	4.1	-7	-9	-7	2.4	2.9	-0.6	2
O=S(=O)(NC1CCCC1)c1ccccc1Cl	-3	-1	3.1	/	0	7	-3.3	-1.8	-2.7	2
Cc1ccc(CSCC(=O)Nc2ccccc2C(=O)O)cc1	-8	16	3.2	-2	3	0	0.8	0.5	-0.1	-2
O=C(Nc1ccccc1O)C(c1ccccc1)c1ccccc1	-18	-5	1.3	-7	-3	-3	1.9	0.0	-0.9	-6

# Four entries drawn at random from the list so far:
canonical_smiles	PvdQ acylase	Wnt bcat act	phage Ecoli inh	PfHsp90 set2	DAGLB inhibitor	Tat export inh	E coli growth	AddAB inh	CAL PDZ inh	Rtt109 HAT inh
Cc1cccc(NC(=S)NC(=O)/C=C/c2ccccc2)n1	-16	15	4.1	-7	-9	-7	2.4	2.9	-0.6	2
COc1ccc(NC(=O)COc2cccc(-n3cnnn3)c2)cc1Cl	-13	-2	4.1	/	-4	4	-0.6	1.0	-2.1	-3
Oc1ccccc1Nc1nc(NCC2CCCO2)c2ccccc2n1 (stereo not given)	-3	-3	5.3	0	4	-5	2.6	0.0	-0.4	25
O=S(=O)(NC1CCCC1)c1ccccc1Cl	-3	-1	3.1	/	0	7	-3.3	-1.8	-2.7	2

# The results go on.
canonical_smiles	PvdQ acylase	Wnt bcat act	phage Ecoli inh	PfHsp90 set2	DAGLB inhibitor	Tat export inh	E coli growth	AddAB inh	CAL PDZ inh	Rtt109 HAT inh
CCN(CCn1cccn1)C(=O)CCc1nnc(CCc2ccccc2OC)o1	4	-2	1.8	-4	-3	-2	-1.1	0.3	-2.5	/
COc1ccc2nc(NC(=O)CSC(C)C(=O)Nc3cc(C)on3)sc2c1 (stereo not given)	1	6	3.0	10	-1	-3	-1.5	-1.0	-0.1	2
O=C(Nc1cc([N+](=O)[O-])ccc1Cl)c1ccc2c(c1)OCO2	-3	0	1.8	-11	2	-9	1.2	-1.6	-1.1	-10
CC(C)(C)C(=O)N1CCN(c2nc3ccc(Br)cc3s2)CC1	-4	3	2.2	11	1	18	-1.4	0.2	-0.6	-7
O=C(Nc1cccc(NC(=O)c2ccco2)c1)c1ccccc1	-10	-2	2.5	4	-3	?	-1.3	-0.9	-3.5	0
C[C@]12C(=O)N(c3ccccc3)C(=O)N1[C@H]1c3ccccc3OC[C@@H]1[C@H]2c1ccccc1	-9	-5	2.6	-45	-13	11	-0.2	0.4	-0.3	-2
COc1ccc(/C=N/N2C(C)CCCC2C)cc1OC (stereo not given)	-27	3	1.6	-15	-3	-6	1.0	2.7	-2.0	-13
O=C(NCCCn1ccnc1)c1cn(-c2ccccc2)nc1-c1ccccc1	-13	0	2.2	15	1	-6	0.6	1.7	-0.2	3
CCCc1c(O)nc(SC2CC(=O)N(c3cc(OC)ccc3OC)C2=O)[nH]c1=O (stereo not given)	-4	-1	0.1	10	2	-3	-1.2	2.8	-2.0	0
Cc1cccc(C)c1NC(=O)c1cccc2c1C(=O)N(C1CCCCC1)C2	-17	/	/	0	-3	17	-1.8	2.9	-3.1	10
Cc1cc(N/C=C/C(=O)c2ccc(Br)cc2)no1	15	33*	2.5	4	-2	-2	-0.4	1.9	-1.6	3
COc1cc(C(=O)Nc2cccc(-c3nc4cc(C)ccc4o3)c2)cc(OC)c1OC	-1	8	0.2	10	1	-6	-0.2	-0.1	-1.3	3
Cn1cnnc1Sc1ccc(C(=O)OCC(=O)Nc2ccccc2)cc1[N+](=O)[O-]	-5	5	3.7	-11	-2	1	-1.8	-1.7	-0.5	14
Cc1ccccc1Nc1nc(N)nc(CN2CCN(c3ccccn3)CC2)n1	-20	/	0.3	-8	-2	-2	-3.6	-0.1	-1.4	1
O=C(N/N=C/c1cccc(F)c1)c1csc2c1CCCC2	-9	/	1.7	1	-5	-7	-0.5	3.9	-2.1	9
Cc1ccc(C)c(N2N=C(C(=O)Nc3ccc(N4CCOCC4)cc3)CCC2=O)c1	-2	-4	2.2	-8	1	1	/	/	-1.8	3
COc1ccc(/C=N/NC(=O)CN2CCS(=O)(=O)CC2)cc1	-11	-2	1.7	44	1	3	-1.6	1.4	0.2	-6
NNC(=O)CNC(=O)c1ccccc1F	4	-4	3.0	-9	0	-12	-0.1	0.2	-1.3	5
Cc1ccccc1OCc1ccc(C(=O)N2CC(C)OC(C)C2)o1 (stereo not given)	-9	1	-0.2	-13	-2	8	4.0	5.2	-4.0	-14
COc1cccc(CC(NC(C)=O)C(=O)NC2CCN(C(=O)c3ccc(Cl)cc3)CC2)c1 (stereo not given)	-13	-2	-0.5	-14	-2	-19	/	/	-3.5	1
CNC(=O)CSc1nc2[nH]ncc2c(=O)[nH]1	-8	0	2.9	0	-1	-6	0.9	3.3	-1.5	-4
CC1CCCN(C(=O)CN(c2ccccc2)S(=O)(=O)c2ccc(F)cc2)C1 (stereo not given)	-12	-5	1.0	7	-2	-1	-1.1	-1.9	-0.2	6
CC(C)NS(=O)(=O)c1ccc(CCC(=O)N2CCC(C(N)=O)CC2)cc1	-8	-8	6.1	-28	1	-2	0.9	1.2	0.4	-4
CCCCn1c(NC(=O)c2ccccc2)nc2ccccc21	11	2	8.0	17	-1	9	1.7	3.5	-1.2	2
COC(=O)c1ccc(OC)c(OC2CCCC2)c1	-18	-1	2.9	-8	-5	-1	-2.3	-1.4	0.5	7
Cc1ccc(NC(=O)C(C)OC(=O)c2ccc(Cl)nc2)cc1S(=O)(=O)N1CCOCC1 (stereo not given)	0	-1	1.6	-2	3	-13	-2.8	1.6	-3.9	1
O=C(Cn1cnc2sc(-c3ccccc3)cc2c1=O)NCc1ccccc1	-8	/	2.7	-2	-3	-13	-2.9	-0.7	-0.8	2
CNC(=S)N1CCC(NC(=O)C23CC4CC(CC(C4)C2)C3)CC1	4	-2	2.5	6	/	-3	1.9	-1.2	-0.1	21
COc1cc(C(=O)OCC(=O)NCc2ccco2)cc(OC)c1OC	-5	-3	-1.0	-15	0	-8	-0.8	1.1	-0.8	5
CCC(C)NC(=O)c1cn(CC)c2cc(N3CCN(C)CC3)c(F)cc2c1=O (stereo not given)	/	-4	94*	/	/	/	95*	99*	/	/
O=S(=O)(c1cnc[nH]1)N1CCCCCC1	-11	/	2.4	12	0	-6	1.8	1.7	0.5	-1
O=C(O)c1ccc(NC(=S)NC2CCCCC2)cc1	4	/	5.9	4	1	-6	0.3	3.6	-1.4	-4
Cc1occc1-c1nnc(SCC(=O)N(C)c2ccccc2)o1	-10	-1	1.2	/	2	1	/	/	-2.7	-6
CC1CCCCN1S(=O)(=O)c1ccc(C(=O)Nc2ccccc2-c2nc3ccccc3[nH]2)cc1 (stereo not given)	0	-8	2.1	-13	-2	4	0.4	2.1	-3.9	-14
O=C1CCN(CCc2ccccc2)CCN1CCOc1ccccc1	-6	-3	1.6	18	-3	-2	-1.0	1.5	-0.9	-3
O=C(NCc1ccc2c(c1)OCO2)C1CCCN1S(=O)(=O)c1ccc(F)cc1 (stereo not given)	7	27	1.4	-4	0	-5	0.1	1.0	-2.7	-4
COc1cc(CNC(C)(C)CO)cc(Br)c1OCc1ccc(Cl)cc1	-6	3	1.2	18	1	1	1.0	5.3	-1.4	16
Cc1cc(C)cc(CC2CC(=O)N(c3nc(C)cc(C)n3)C2=O)c1 (stereo not given)	-14	-3	1.4	31	0	-6	2.7	1.1	0.3	-16
CCNC(=O)C(=O)Nc1ccc([N+](=O)[O-])cc1	11	1	6.1	-16	-2	0	3.0	3.3	0.3	11
COc1cc(NC(=O)C/C(C)=N/NC(=O)C(OC)c2ccccc2)c(OC)cc1Cl (stereo not given)	-12	/	-1.5	-38	1	-5	-2.9	-1.4	-0.7	-1
O=C(CN1C(=O)NC2(CCCCC2)C1=O)Nc1ccc(N2CCCCC2)cc1	7	1	2.2	3	2	-7	1.7	-0.9	-1.1	1
O=C1CSC(c2cccc([N+](=O)[O-])c2)N1Cc1ccccc1 (stereo not given)	-14	-4	2.6	4	1	-3	/	/	-0.8	-3
CCOC(=O)C1CCN(c2ncnc3c2cnn3-c2ccc(Cl)cc2)CC1	8	/	3.9	-6	-3	-1	-1.2	-2.0	-0.1	-7
COCCOCC(O)CN1CCN(c2ccc(C)cc2)CC1 (stereo not given)	-20	-4	-1.6	0	-3	3	0.2	0.7	-0.6	-10
O=C(CSc1nc2ccccc2c(=O)n1CCCO)NC1CC1	-18	1	0.7	2	-2	4	3.0	1.5	-1.1	-2
CNc1ccn(C2CCCO2)c(=O)n1 (stereo not given)	-16	2	-2.4	8	1	-11	0.9	0.4	-1.4	-13
CC1CCN(C(=O)C(C)Sc2nc(-c3ccccc3)cc(C(F)(F)F)n2)CC1 (stereo not given)	-11	/	1.6	0	-20	9	0.2	-0.5	-0.8	3
CCC(CC)C(=O)Nc1c(C)n(C)n(-c2ccccc2)c1=O	7	-3	2.4	17	1	-3	-1.1	-0.1	-3.2	3
